# IMPase inh: membrane-permeable compound that blocks inositol monophosphatase; inhibition (IP1 accumulation), % at 46.1 µM; CHO-M1 cells, IP1 accumulation, HTRF TR-FRET ratio; 120,000 tested, under 10 active; active means well fitted curve in the direction sought with a large enough effect in the signal ratio, not every such curve was filed as active; inconclusive means small, poorly fitted or top-dose-only effect, or a change in a side signal; inactive means no such curve, though single readings can be large or run the other way; the % refers to the signal ratio;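 further: cells stimulated with carbachol in lithium chloride buffer; plate controls were DMSO basal wells for no effect and reference inhibitor wells for full effect; higher means more IMPase inhibition seen as more IP1 and lower FRET ratio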
# Target sequence (P97697 whole entry, looked up): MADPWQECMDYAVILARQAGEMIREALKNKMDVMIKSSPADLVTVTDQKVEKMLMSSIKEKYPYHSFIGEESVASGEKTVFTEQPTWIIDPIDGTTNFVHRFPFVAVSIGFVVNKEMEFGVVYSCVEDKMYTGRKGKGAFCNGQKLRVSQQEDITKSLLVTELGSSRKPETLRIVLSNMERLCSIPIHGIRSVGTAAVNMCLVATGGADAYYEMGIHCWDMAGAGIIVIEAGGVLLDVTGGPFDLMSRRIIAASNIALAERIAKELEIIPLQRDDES
#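 The IP-One HTRF competitive assay in carbachol-stimulated CHO-M1 cells quantifies cellular IP1. Compounds spanned up to 46 uM final, and activity is expressed as AC50 from concentration-response fits of the ratio and donor data.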
# ALOX15B inhib: blocks human 15-lipoxygenase 2 activity; Potency, µM (doses to about 57.1 µM), for inactives: at the top dose activity change, negative = inhibition, actives largely listed as inhibitors; purified 15hLO-2, xylenol orange hydroperoxide absorbance; O15296; 0.56% of 110,000 active; further: potency means the concentration at half of the fitted maximal effect; nearly all actives have a fitted effect of over 60% in size; many of its hits are not listed in these tables
# Target sequence (O15296 whole entry, looked up): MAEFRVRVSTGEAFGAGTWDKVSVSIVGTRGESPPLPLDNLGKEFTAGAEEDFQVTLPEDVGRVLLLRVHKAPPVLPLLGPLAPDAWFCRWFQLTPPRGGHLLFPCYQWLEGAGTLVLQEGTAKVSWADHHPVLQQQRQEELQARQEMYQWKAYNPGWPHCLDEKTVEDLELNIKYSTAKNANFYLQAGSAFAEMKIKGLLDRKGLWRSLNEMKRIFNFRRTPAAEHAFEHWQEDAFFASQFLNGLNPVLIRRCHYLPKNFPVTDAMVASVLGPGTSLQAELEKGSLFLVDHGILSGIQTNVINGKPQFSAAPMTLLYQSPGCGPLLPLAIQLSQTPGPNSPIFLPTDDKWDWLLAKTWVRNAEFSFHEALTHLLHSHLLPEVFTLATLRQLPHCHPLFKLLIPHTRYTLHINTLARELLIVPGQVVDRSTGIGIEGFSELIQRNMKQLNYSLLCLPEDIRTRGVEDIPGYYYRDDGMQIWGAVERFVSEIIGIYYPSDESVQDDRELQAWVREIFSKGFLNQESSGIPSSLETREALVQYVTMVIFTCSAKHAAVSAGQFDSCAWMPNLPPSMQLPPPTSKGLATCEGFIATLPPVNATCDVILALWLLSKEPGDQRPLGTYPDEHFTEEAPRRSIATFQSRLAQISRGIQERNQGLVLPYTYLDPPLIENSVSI
#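 Enzyme 50 nM, AA 45 uM, 25 mM Hepes pH 7.5 + 0.01% Triton X-100; cpd preinc 15 min RT, rxn 90 min RT; stop/detect with 200 uM XO + 300 uM Fe(II) in 50 mM H2SO4, 30 min; A573/A405.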
# 12-hLO inh: 12-hLO (ALOX12) enzyme inhibition | purified 12-hLO, xylenol orange hydroperoxide absorbance | Potency, µM (series often up to 57.1 µM), inactives show at the highest dose activity change, negative = inhibition, hits mostly inhibitors | 0.12% of 150,000 active; further: potency means the concentration at half of the fitted maximal effect; nearly all actives have a fitted effect of over 55% in size; many of its hits are not listed in these tables
#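 Hydroperoxide output read as Fe(III)-xylenol orange absorbance, 573-to-405 nm ratio, after 30 min reaction with 40 uM arachidonic acid. Enzyme: 150 nM purified human 12hLO, 15 min compound preincubation; 25 mM Hepes pH 7.0, room temperature.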
# PNC inhibitor: perinucleolar compartment assembly inhibition; AID 2417; activity change (PNC), negative = inhibition, % at 10 µM; 3.1% of 140,000 active; PC3M PTB-GFP, PNC prevalence imaging, 16 h; hits give low values;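 active means readout at or below -70, meaning at least 70% loss of cells showing the perinucleolar compartment, a nuclear body marking cancer cells; inconclusive means readout between -30 and a set limit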;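 further: plate controls were DMSO wells for no effect and camptothecin positive control wells for full effect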
#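 PC3M cells stably expressing PTB-GFP, 750–1000 cells/well, treated 16 h at 37 °C with compound (23 nl of library stock), in duplicate. After paraformaldehyde fixation and Hoechst stain, imaged at 20x; PNC prevalence scored by image analysis.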
# Numbers without * were called inactive; ? = inconclusive; . = not tested or not shown; [ ] = remark or other dose. Unless noted, the call rests on the fitted dose curve; in most records, active means well fitted curve in the direction sought with a large enough effect; inconclusive means small, poorly fitted or top-dose-only effect, or another doubt; inactive means no such curve, though single readings can be large; an effect the other way counts as inactive or inconclusive. Unless noted, on the % scale 0 is the no-effect control and ±100 the full control effect. The list is partial; the hit share may differ from the screen's.
# Key to letters: A = IMPase inh; B = ALOX15B inhib; C = 12-hLO inh; D = PNC inhibitor
CCOc1ccc(-c2ccc(C=O)o2)c([N+](=O)[O-])c1
  A: .; B: .; C: -6%; D: ?

CCN(Cc1ccccc1)C(=O)CCc1nc(-c2ccc(C)cc2)no1
  A: -5; B: 2%; C: -22%; D: -4

CC(=O)C1=C(O)C(=O)N(Cc2cccnc2)C1c1ccccc1Cl (stereo not drawn)
  A: -11; B: 1%; C: -1%; D: 11

COc1ccc(NC(=O)COC(=O)CCCc2c[nH]c3ccccc23)cc1OC
  A: 3; B: -9%; C: -2%; D: 4

CCCCCC1=C2CNC(Cc3ccccc3)(C(=O)OC)C=C2C(C)C1=O (stereo not drawn)
  A: .; B: -6%; C: -3%; D: .

CC1(C)[C@@H](O)CC[C@]2(C)C3C(=O)C=C4C5C[C@@](C)(C(=O)O)CC[C@]5(C)CC[C@@]4(C)[C@]3(C)CC[C@@H]12 (stereo partly drawn)
  A: 2; B: -14%; C: 1%; D: .

Cc1nc(-c2coc3cc(OCC(=O)O)ccc3c2=O)cs1
  A: -1; B: -1%; C: 0%; D: -12

O=C1COc2ccc(C(=O)c3ccccc3C(=O)NCc3ccco3)cc2N1
  A: -3; B: -6%; C: -3%; D: -10

CCCCn1c(Cc2ccccc2)nnc1SCC(=O)Nc1cc(C)on1
  A: 3; B: .; C: 1%; D: 78

Cc1ccc(SCC(=O)NNC(=O)C2CCCCC2)cc1
  A: -1; B: -7%; C: 5%; D: 31

COc1ccc(NC(C)C(=O)Nc2ccc(C#N)cc2)cc1Cl (stereo not drawn)
  A: -1; B: -2%; C: -3%; D: 47

CS(=O)(=O)N(CCc1ccccc1)CC(=O)NCc1ccco1
  A: 10; B: -14%; C: -1%; D: -20

CCOC(=O)CN1C(=N)N(c2nc(NC(C)C)nc(NC(C)C)n2)CC1=O
  A: 6; B: .; C: 1%; D: 58

CC(C)COC(=O)N1CC(O)CC1C(=O)O (stereo not drawn)
  A: 1; B: 4%; C: 10%; D: 1

CCCN1CC=C2C(C#N)=C(N)C(C#N)(C#N)C(c3cccc(OC)c3OC)C2C1 (stereo not drawn)
  A: 7; B: 14%; C: -1%; D: -95*

CO[C@@H]1[C@@H](OC(N)=O)[C@@H](O)[C@H](Oc2ccc3c(O)c(NC(=O)c4ccc(O)c(CC=C(C)C)c4)c(=O)oc3c2C)OC1(C)C
  A: .; B: -14%[0.0915 µM]; C: -6%[0.00818 µM]; D: .

CC(=O)N1C2(C=CC1(C)C(=O)NCCN1CCOCC1)CCCCC2 (stereo not drawn)
  A: .; B: 1%; C: 0%; D: .

O=C(CSC(=S)N1CCOCC1)Nc1nc(-c2ccccc2)c(-c2ccccc2)o1
  A: -3; B: ?; C: -2%; D: 85

O=C(CCn1c(=O)sc2ccccc21)NC1=NCCS1
  A: 5; B: .; C: 1%; D: ?

O=C(Nc1ccc2c(c1)OCO2)[C@@H]1[C@@H]2C(=O)N(C3CCCCC3)C(=O)[C@@H]2C2c3ccccc3C=CN21 (stereo partly drawn)
  A: -6[1.84 µM]; B: 4%[11.4 µM]; C: 1%; D: 15

O=S(=O)(NCc1cccnc1)c1ccc(Cl)c(Cl)c1
  A: 4; B: .; C: 2%; D: -7

COC(=O)NNC(=O)C12CC3CC(CC(C3)C1)C2
  A: .; B: .; C: 5%; D: 28

CCN(c1ccccc1)S(=O)(=O)c1cc(NC(=O)Nc2ccccc2C#N)ccc1Cl
  A: -15; B: .; C: -6%; D: -1

FC(F)(F)c1ccccc1-c1cncnc1Nc1ccccc1
  A: .; B: -4%; C: 1%; D: .

Cc1cccc(C)c1NC(=O)CSc1nnc([C@@H]2CCCN2C(=O)OC(C)(C)C)o1
  A: 3; B: 12%; C: 0%; D: 11

# The final 5 entries of the section above open the next one.
# Key to letters: A = IMPase inh; B = ALOX15B inhib; C = 12-hLO inh; D = PNC inhibitor
O=S(=O)(NCc1cccnc1)c1ccc(Cl)c(Cl)c1
  A: 4; B: .; C: 2%; D: -7

COC(=O)NNC(=O)C12CC3CC(CC(C3)C1)C2
  A: .; B: .; C: 5%; D: 28

CCN(c1ccccc1)S(=O)(=O)c1cc(NC(=O)Nc2ccccc2C#N)ccc1Cl
  A: -15; B: .; C: -6%; D: -1

FC(F)(F)c1ccccc1-c1cncnc1Nc1ccccc1
  A: .; B: -4%; C: 1%; D: .

Cc1cccc(C)c1NC(=O)CSc1nnc([C@@H]2CCCN2C(=O)OC(C)(C)C)o1
  A: 3; B: 12%; C: 0%; D: 11

CC1(C)CC(=NO)CC(C)(C)N1
  A: 1; B: -2%; C: 3%; D: 6

Cc1ccc(C)c(NC(=S)NNC(=O)c2csc3c2CCC(C)C3)c1 (stereo not drawn)
  A: -6; B: -53%; C: ?; D: -113*

C=CCNC(=O)c1onc(CSc2ccc(C)c(C)c2)c1C(=O)O
  A: -10; B: -10%; C: 1%; D: 38

CCCCOC(=O)C1=C(C)NC2=C(C(=O)CCC2)C1c1cc(OC)ccc1OC (stereo not drawn)
  A: -2; B: -3%; C: 9%; D: ?

O=C(CSc1ccc(-c2cccs2)nn1)NCc1ccccc1Cl
  A: ?; B: .; C: 16%; D: ?

CN(CC/C=C1/c2ccccc2CSc2ccccc21)CCCO
  A: .; B: .; C: -2%; D: ?

O=C(Cn1cnc2c(cnn2-c2ccccc2)c1=O)N1CCN(c2ccc(F)cc2)CC1
  A: 1; B: -2%; C: 0%; D: 17

CCn1cc(/C=C/C(=O)Nc2ccc(C)cc2Br)cn1
  A: .; B: .; C: -2%; D: -15

Cc1cc(O)c(C(C)C)cc1N=C1CSC(=O)N1
  A: -20; B: ?; C: -19%; D: 25

CC1CCc2nn(CC(=O)NCCCN3CCCCC3)cc2C1 (stereo not drawn)
  A: -1; B: 13%; C: -5%; D: 14

CCc1nnc(NC(=O)COC(=O)CN2C(=O)c3ccccc3C2=O)s1
  A: 2; B: -10%; C: 4%; D: 82

CCc1sc(N(C(=O)Cc2ccccc2)c2ccccc2F)nc1-c1ccc(C)cc1
  A: -9; B: .; C: -1%; D: 26

CC(C)Oc1ccccc1/C=N/Nc1ccccc1[N+](=O)[O-]
  A: .; B: .; C: -5%; D: 28

COc1ccc(CCNc2nc(-c3sc(N)nc3C)cs2)cc1OC
  A: -1; B: 27%; C: -2%; D: -108*

O=C(CN(CCc1ccccc1)C(=O)CNS(=O)(=O)c1ccc(F)cc1)NCc1ccco1
  A: -4; B: 4%; C: -5%; D: -12

COC(=O)CC1C(=O)NCCN1C(=S)Nc1cccc(C)c1 (stereo not drawn)
  A: .; B: .; C: -2%; D: -12

COc1cccc(/C=N/NC(=O)CSCC(=O)Nc2ccccc2)c1O
  A: -4; B: 1%; C: ?; D: -9

O=C(CSc1nc(C2CC2)nc2ccccc12)N1c2ccccc2Sc2ccc(C(F)(F)F)cc21
  A: 17; B: 6%; C: -4%; D: -4

N#CCCN1CCN(C(=S)c2ccc(-c3cc(Cl)ccc3Cl)o2)CC1
  A: 6; B: -15%; C: -11%; D: 36

C/C=C/c1ccc(OCCCCOc2ccccc2F)c(OC)c1
  A: .; B: .; C: -3%; D: -125*

O=C(NCC1CCCO1)c1ccc(NC(=O)C2CCCCC2C(=O)O)cc1 (stereo not drawn)
  A: 6; B: -2%; C: 6%; D: -23

CC1CCN(CC(O)COC2CCC(C(C)(C)C)CC2)CC1 (stereo not drawn)
  A: 4; B: 32%[activator]; C: 5%; D: -18

CCN(CC)C(=O)Sc1cccc2cccnc12
  A: -3; B: 0%; C: 3%; D: -10

COc1ccc(C(=O)CCc2nc3ccccc3s2)cc1
  A: .; B: .; C: 1%; D: 16

CN(C)c1ccc(C(=C2C=CC(=[N+](C)C)C=C2)c2ccc(N(C)C)cc2)cc1
  A: .; B: ?; C: ?; D: .

# New compounds follow
SMILES	IMPase inh	ALOX15B inhib	12-hLO inh	PNC inhibitor
FC(F)(F)c1cnc(Oc2ccccc2-c2nnc(-c3ccc(Cl)cc3)o2)c(Cl)c1	12	0%	3%	34
CCCn1c(=O)c2c(c3ccccc31)OCC(=O)N2	10	3%	-3%	?
N#Cc1c(NC(NC(=O)c2ccco2)C(=O)c2ccccc2)sc2c1CCCC2 (stereo not drawn)	-11	-28%	?	44
O=C(CCc1nc2ccccc2c(=O)[nH]1)OCC(=O)c1ccc(C2CCCCC2)cc1	.	.	-3%	-10
CCc1ccccc1NC(=O)Cn1nnc(-c2cccs2)n1	2	6%	-10%	?
O=C(O)C1CCCCC1C(=O)NCc1ccncc1 (stereo not drawn)	.	.	3%	?
COc1ccc(N2CCN(C(=O)CCNS(=O)(=O)c3ccc4c(c3)CCC(=O)N4)CC2)cc1	16	.	-1%	15
C=CCn1c(SCC(=O)Nc2ccc(C)cc2C)nnc1-c1cccnc1	-9	-9%	7%	-23
Cn1nc(C(F)(F)F)c(/C=N/OC(=O)c2ccccc2)c1Sc1ccc(Cl)cc1	0	6%	-3%	?
CCOC(=O)C1=C(C)n2c(s/c(=C3\C(=O)Nc4ccccc43)c2=O)=NC1c1ccc(OC)cc1 (stereo not drawn)	-7	.	-7%	0
CCn1c(C(=O)N2CCCC(C(=O)NCCc3ccc(C)cc3)C2)cc2sccc21 (stereo not drawn)	-1	2%	-5%	?
COCCCN(C(=S)Nc1cc(Cl)cc(Cl)c1)C(C)c1ccncc1 (stereo not drawn)	8	.	-9%	?

# 2 neighbouring compounds already listed, for reference:
SMILES	IMPase inh	ALOX15B inhib	12-hLO inh	PNC inhibitor
FC(F)(F)c1cnc(Oc2ccccc2-c2nnc(-c3ccc(Cl)cc3)o2)c(Cl)c1	12	0%	3%	34
CCCn1c(=O)c2c(c3ccccc31)OCC(=O)N2	10	3%	-3%	?

# (next part)
SMILES	IMPase inh	ALOX15B inhib	12-hLO inh	PNC inhibitor
COCC(=O)NC1CCN(S(=O)(=O)c2ccc(C(=O)O)cc2)CC1	5	0%	-7%	-122*
COC(=O)c1ccc(COc2ccccc2/C=C(\C#N)C(=O)NC(C)C)cc1	11	.	5%	-27
COc1ccc(C(C)N2CC34C=CC(O3)C(C(=O)O)C4C2=O)cc1 (stereo not drawn)	-2	-2%	-2%	-2
Cc1cc(C)c(C#N)c(SCC(=O)Nc2ccc3c(c2)OCO3)n1	5	5%	-1%	-20
Cc1cc(C)c(NC(=O)Cn2cc3c(n2)CCCC3)c(C)c1	-2	2%	2%	-19
CCC1Oc2ccc(C)cc2N(CC(=O)NCc2ccccc2OC)C1=O (stereo not drawn)	-3	-3%	9%	?
O=C1c2cccc(OCC(=O)N3N=C(c4cccs4)CC3c3ccc(F)cc3)c2CCN1Cc1cccnc1 (stereo not drawn)	6	.	2%	3
Cc1cc(C)cc(N(CC(=O)Nc2c(C)n(C)n(-c3ccccc3)c2=O)S(C)(=O)=O)c1	7	2%	0%	6
CC(=O)OC[C@H]1O[C@@H](O/N=C/[C@@H](C)[C@H](OCc2ccccc2)C(C)C)[C@H](OC(C)=O)[C@@H](OC(C)=O)[C@@H]1OC(C)=O	.	.	1%	34
Cc1cc(C(F)(F)F)nc(SCC(=O)NC2CC3CCC2C3)n1 (stereo not drawn)	2	11%[2.29 µM]	4%	9

# Sorted by number of heavy atoms (falling): five of the compounds above.
SMILES	IMPase inh	ALOX15B inhib	12-hLO inh	PNC inhibitor
CC1(C)[C@@H](O)CC[C@]2(C)C3C(=O)C=C4C5C[C@@](C)(C(=O)O)CC[C@]5(C)CC[C@@]4(C)[C@]3(C)CC[C@@H]12 (stereo partly drawn)	2	-14%	1%	.
COc1ccc(N2CCN(C(=O)CCNS(=O)(=O)c3ccc4c(c3)CCC(=O)N4)CC2)cc1	16	.	-1%	15
O=C(Cn1cnc2c(cnn2-c2ccccc2)c1=O)N1CCN(c2ccc(F)cc2)CC1	1	-2%	0%	17
CCc1sc(N(C(=O)Cc2ccccc2)c2ccccc2F)nc1-c1ccc(C)cc1	-9	.	-1%	26
O=C(CSC(=S)N1CCOCC1)Nc1nc(-c2ccccc2)c(-c2ccccc2)o1	-3	?	-2%	85

# Source: PubChem
